# A3A deaminase: inhibitors of human APOBEC3A DNA deaminase. P31941. recombinant A3A, FAM/TAMRA ssDNA deamination fluorescence. AID 493011. hit rate 0.41% among 330,000. inhibition, % at 20 µM;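 active = at least 40% inhibition at 20 µM here, with at most 30% in a related deaminase screen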;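 note: plate controls were A3A with DMSO for no effect and wells lacking A3A enzyme for full effect; some results filed as inactive read as strong as hits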
# mIAP block: mouse IAP inhibition | inhibition, % at 10 µM | purified mouse IAP, CDP-Star luminescence, 30 min | hit rate 0.2% among 330,000;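 active = inhibition of at least 40% at 10 µM in the primary screen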;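 note: plate controls were DMSO with enzyme for no effect and no enzyme wells for full effect; values of inactives mirror those of a sister screen read the other way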
# MPTP inh: inhibitors of mitochondrial permeability transition pore; isolated mouse mitochondria, Ca2+ swelling absorbance, 30 min; inhibition, % at 10 µM; hit rate 1.4% among 360,000;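 active = inhibition of 50% or more, scaled per plate between neutral and stimulator controls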;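 note: 0% = DMSO wells given calcium and 100% = 1 mM EGTA wells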
# beta cell repl: inducers of beta-cell replication in MIN6 cells | proliferation, % at 10 µM | MIN6 cells proliferation, ATPlite luminescence, 48 h; cells starved in 0.2% serum; 100% = growth in 10% serum | hit rate 0.29% among 330,000 | AID 2380;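 active = compounds whose signal lies at least 3.5 SD above the mean of all wells on their plate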;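 note: 0% = DMSO-treated cells in low-serum medium and 100% = 10% serum control; some compounds called inactive have numbers as strong as hits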
# mIAP act: increases mouse intestinal alkaline phosphatase activity; muIAP, CDP-Star luminescence, 30 min; hits give high values; 1 = vehicle-only enzyme signal, 0 = enzyme-free wells; activation factor at 10 µM; hit rate 0.24% among 330,000; AID 2805;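 active = activation factor of at least 2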; note: the source names both 10 and 20 µM as test concentration; values of inactives mirror those of a sister screen read the other way
#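 Assay system: mouse IAP enzyme; reagent: chemiluminescent substrate CDP-Star; dosing: test compounds delivered from DMSO solution; schedule: 30 min at room temperature; measured by: luminescence from enzymatic CDP-Star hydrolysis; controls: DMSO-only wells and no-enzyme negative control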
# APOBEC3G inh: inhibitors of human APOBEC3G DNA deaminase; Q9HC16; recombinant A3G, ssDNA deamination FAM/TAMRA fluorescence; inhibition, % at 20 µM; hit rate 0.28% among 330,000;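 active = inhibition of at least 40% at 20 µM, with no more than 30% in the related APOBEC3A deaminase screen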;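 note: plate controls were DMSO wells with A3G for no effect and wells lacking A3G enzyme for full effect; some compounds called inactive have numbers as strong as hits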
# hIAP activ: increases human intestinal alkaline phosphatase activity | P09923 | purified human IAP, CDP-Star luminescence, 30 min; hits give high values; 1 = vehicle-only enzyme, 0 = enzyme-free background | activation factor at 10 µM | hit rate 0.16% among 330,000 | AID 2524;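 active = activation factor of the enzyme at least 2-fold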; note: the source names both 10 and 20 µM as test concentration; values of inactives mirror those of a sister screen read the other way
# Target sequence (P09923 whole entry, looked up): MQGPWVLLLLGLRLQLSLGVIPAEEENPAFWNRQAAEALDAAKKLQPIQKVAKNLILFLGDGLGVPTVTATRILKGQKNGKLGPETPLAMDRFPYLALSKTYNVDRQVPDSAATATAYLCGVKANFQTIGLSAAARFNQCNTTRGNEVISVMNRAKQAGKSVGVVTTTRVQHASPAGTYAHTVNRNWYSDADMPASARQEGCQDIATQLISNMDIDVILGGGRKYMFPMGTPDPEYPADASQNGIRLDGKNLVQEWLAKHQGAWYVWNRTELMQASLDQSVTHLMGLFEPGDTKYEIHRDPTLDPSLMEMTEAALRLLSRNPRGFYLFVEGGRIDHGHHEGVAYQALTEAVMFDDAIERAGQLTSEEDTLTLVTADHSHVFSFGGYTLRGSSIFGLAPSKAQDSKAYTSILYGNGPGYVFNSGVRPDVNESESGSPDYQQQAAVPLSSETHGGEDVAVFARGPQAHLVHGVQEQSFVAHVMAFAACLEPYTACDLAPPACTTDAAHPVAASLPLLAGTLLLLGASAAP
# ATG4B inh: blocks human ATG4B protease cleavage of LC3 substrate; Q9Y4P1; ATG4B cleavage of LC3-PLA2, NBD-HPC fluorescence, 1 h; inhibition, % at 8.33 µM; hit rate 0.51% among 340,000; in the data active = inhibition above about 40%
# Target sequence (Q9Y4P1 whole entry, looked up): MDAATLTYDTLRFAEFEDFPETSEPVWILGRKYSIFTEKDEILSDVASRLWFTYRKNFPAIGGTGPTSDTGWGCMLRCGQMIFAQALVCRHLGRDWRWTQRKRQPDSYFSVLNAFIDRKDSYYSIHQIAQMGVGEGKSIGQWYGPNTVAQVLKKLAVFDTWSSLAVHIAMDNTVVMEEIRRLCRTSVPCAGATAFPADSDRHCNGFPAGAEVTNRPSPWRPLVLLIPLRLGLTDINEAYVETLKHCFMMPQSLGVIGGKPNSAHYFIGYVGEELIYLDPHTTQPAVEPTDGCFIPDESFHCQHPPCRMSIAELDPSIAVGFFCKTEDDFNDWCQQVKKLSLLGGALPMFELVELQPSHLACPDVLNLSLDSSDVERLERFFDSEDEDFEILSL
# hIAP block: blocks human intestinal alkaline phosphatase; P09923; purified IAP, CDP-Star luminescence, 30 min; inhibition, % at 10 µM; hit rate 0.12% among 330,000;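 active = inhibition reaching a set limit with compound at 10 µM in the primary screen, cut at about 35% in these data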;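 note: plate controls were DMSO wells with enzyme for no effect and no-enzyme buffer wells for full effect; values of inactives mirror those of a sister screen read the other way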
# Active calls of the source: *; / = no result given; & = joins results of further samples. An unsorted share of the library. Share with any hit: about 3.3%.
SMILES,A3A deaminase,mIAP block,MPTP inh,beta cell repl,mIAP act,APOBEC3G inh,hIAP activ,ATG4B inh,hIAP block
CN(C(=O)c1ccccc1Cl)c1ccccc1C(=O)NCCc1ccccc1,-2,4,-1.6,-2,0.96,-6,1.1,-5,-6
Cc1ccc(-c2nn3c(C)nnc3s2)cc1NC(=O)c1cccnc1,2,2,-0.5,-2,0.98,1,0.85,6,15
CN(C)c1ccc(/C(=N\O)c2ccccc2)cc1,-9,-13,-1.2,-2,1.1,-5,1.2,-2,-18
O=C(CNC(=O)c1ccc([N+](=O)[O-])cc1)c1ccccc1,-7,-3,-1.9,-1,1,-9,1,0,-2
CC(C)(C)N(Cc1ccccc1)C(=O)COC(=O)C1=NN(c2ccccc2)C(=O)CC1,-2,5,0.1,2,0.95,-11,0.96,-18,4
O=C(N/N=C/c1ccco1)c1ccc(C(=O)N/N=C/c2ccco2)o1,12,16,0.6,-3,0.84,17,1.1,1,-9
CCCCNC(=S)NC(C)(C)CO,2,-2,-0.4,-3,1,0,1.1,0,-7
CCN(C(=O)CN1C(=O)S/C(=C\C=C\c2ccccc2)C1=O)C1CCS(=O)(=O)C1 (centres undefined),-2,8,-0.8,-4,0.92,-1,1,-7,-2
COc1cc(C2C(C#N)=C(N)Oc3cc(C)oc(=O)c32)cc(OC)c1OC (centres undefined),-5,1,1.3,-1,0.99,6,0.94,-6,6
CN1CCN(NC(=O)c2cc([N+](=O)[O-])cc([N+](=O)[O-])c2)CC1,5,21,-0.2,-1,0.79,-4,1,-7,-2
CNC(=O)/C(=N\O)c1ccccc1,4,-5,/,0,1.1,-1,1,/,-2
Fc1ccccc1CCNc1c2c(nc3ncnn13)CCCC2,0,-7,0.0,0,1.1,-7,1.1,2,-5
COc1ccc(S(=O)(=O)NC2CCSc3ccccc32)cc1OC (centres undefined),1,-10,0.0,-5,1.1,-5,1,-4,0
CC(=O)NC(CC(=O)OCC(=O)N1c2ccccc2NC(=O)C1(C)C)c1ccccc1 (centres undefined),-4,-12,-0.5,-1,1.1,-8,1.1,3,-8
CC(=O)N/C(=N/c1nc(C)cc(C)n1)Nc1cccc(C)c1,3,5,0.2,1,0.95,-2,1.1,1,-14
CC(C)[C@H](NC(=O)c1ccccc1)C(=O)OCC(=O)c1ccc2c(c1)NC(=O)CO2,4,4,3.2,-4,0.96,-3,0.96,0,4
COc1ccccc1-c1cc(C(=O)Nc2cc(C)n(Cc3ccc(Cl)cc3)n2)no1,2,3,0.7,-4,0.97,-1,0.9,1,10
Cc1sc2nc(-c3ccccc3)[nH]c(=O)c2c1-c1ccccc1,1,5,/,0,0.95,-1,0.95,/,5
CC1(C)SC2C(NC(=O)COc3ccccc3)C(=O)N2C1C(=O)O (centres undefined),-3&-5,4&-16,-1.1&-0.6,7&-2,0.95&1.2,-1&-9,1&0.97,0&-3,-2&3
CC1CN(C(=O)/C=C/c2cccc([N+](=O)[O-])c2)CC(C)O1 (centres undefined),1,-12,-3.9,-1,1.1,1,1.1,-1,-7

# Entries shown so far that contain nitrogen in an aromatic ring (five):
SMILES,A3A deaminase,mIAP block,MPTP inh,beta cell repl,mIAP act,APOBEC3G inh,hIAP activ,ATG4B inh,hIAP block
Cc1ccc(-c2nn3c(C)nnc3s2)cc1NC(=O)c1cccnc1,2,2,-0.5,-2,0.98,1,0.85,6,15
Fc1ccccc1CCNc1c2c(nc3ncnn13)CCCC2,0,-7,0.0,0,1.1,-7,1.1,2,-5
CC(=O)N/C(=N/c1nc(C)cc(C)n1)Nc1cccc(C)c1,3,5,0.2,1,0.95,-2,1.1,1,-14
COc1ccccc1-c1cc(C(=O)Nc2cc(C)n(Cc3ccc(Cl)cc3)n2)no1,2,3,0.7,-4,0.97,-1,0.9,1,10
Cc1sc2nc(-c3ccccc3)[nH]c(=O)c2c1-c1ccccc1,1,5,/,0,0.95,-1,0.95,/,5

# Later entries
SMILES,A3A deaminase,mIAP block,MPTP inh,beta cell repl,mIAP act,APOBEC3G inh,hIAP activ,ATG4B inh,hIAP block
CCC(=O)c1ccc(N2CCN(C(=O)c3ccccc3F)CC2)c(F)c1,4,-16,1.4,1,1.2,6,1,-6,-5
CC(=O)c1cc(CN2CCC(N3CCC(C(=O)NC(C)C)CC3)CC2)cs1,-2,5,-1.3,-1,0.95,-3,0.89,3,11
COc1cc2c(cc1OC)[C@@H](NC(=O)Cc1ccc(F)cc1)[C@H](OCc1ccccc1)C2,3,-39,-1.3,/,1.4,5,/,-3,/
Cc1cc(C)n(-c2ccc(Cl)c(C(=O)NCc3ccccc3)n2)n1,1,3,0.4,5,0.97,-5,1,-3,-1
O=C(/C=C/c1cccs1)Nc1cccc(NC(=O)/C=C/c2cccs2)n1,-3,12,8.5,0,0.88,-9,0.92,13,8
Cc1cc(C(=O)CN2C(=O)NC(C)(CC(C)C)C2=O)c(C)n1-c1ccc2c(c1)OCO2 (centres undefined),-6,-9,2.0,0,1.1,-8,1.1,-13,-12
CCCc1nnc(NC(=O)CCC(=O)N2CCN(Cc3ccc(C)cc3C)CC2)s1,0,10,-0.7,-2,0.9,-5,0.92,-3,8
COc1cc(/C=N/n2nnnc2N)ccc1OCC(N)=O,-7,-2,1.0,-2,1,-5,0.86,7,14
O=C(NCc1ccco1)C1CCN(S(=O)(=O)N2CCC3(CC2)OCCO3)CC1,-4,-5,0.5,-1,1.1,-8,1,-4,-2
Cc1c(NC(=S)NNC(=O)CCC(=O)O)c(=O)n(-c2ccccc2)n1C,-3,-6,2.3,0,1.1,-6,1.3,3,-26
Cc1cc(C(N)=O)c2cc(Br)ccc2n1,-4,-10,0.7,1,1.1,-2,1,-4,-4
Cc1cc(C)nc(NS(=O)(=O)c2ccc(NS(=O)(=O)c3ccccc3)cc2)n1,-2,13,-1.6,0,0.87,-2,0.97,3,3
CCOC(=O)CCc1nc2ccccc2[nH]1,-3,-8,0.0,-2,1.1,-5,1.2,-10,-23
Clc1cccc(C2Nc3cccc4cccc(c34)N2)c1,5,12,3.9,-4,0.88,21,1.1,16,-9
CCOC(=O)N1CCC(NCCNC(=O)c2ccc(Cl)cc2)CC1,1,2,0.4,2,0.98,1,0.95,0,5
CC(C)[C@H](NC(=O)[C@@H]1Cc2ccccc2CN1)C(=O)Nc1ccc2c(c1)OCO2,-4,1,-0.4,-3,0.99,-7,1,4,-4
C#Cc1ccc(CN2CCC(Oc3cc(C(=O)NC4CC4)ccc3OC)CC2)cc1,-2,-11,-0.5,-3,1.1,-1,1.3,26,-26
CCCCCc1ccc(C(=O)CCCC)c(=S)[nH]1,-3,5,1.2,-3,0.95,-3,1.1,-4,-12
CC(C)c1ccc(OCC(=O)NC(C)c2ccccc2)cc1 (centres undefined),2,-4,0.1,0,1,2,1,-6,0
O=S(=O)(c1ccc(F)c(F)c1)N1CCN(c2ccccn2)CC1,2,-5,0.5,5,1.1,-8,1.1,0,-6
NC(=NCCc1ccccc1)NS(=O)(=O)c1ccc2ccccc2c1,-4,-33,-0.8,0,1.3,-6,1.2,-4,-23
O=C(N/N=C/c1ccncc1)c1ccccc1,-2,2,15,-1,0.98,-5,0.91,6,9
Cc1ccc(NC(=O)CSc2nncn2N)cc1C,-4,-5,-0.6,-2,1.1,-5,0.85,-1,15
Cc1ccccc1NC(=S)N(CCN1CCOCC1)Cc1ccccc1F,8,6,0.1,-1,0.94,-4,1,1,-5
COCC(C)n1c(SCC(=O)N2CCc3ccccc3C2)nc2ccccc2c1=O (centres undefined),-2,6,-5.7,0,0.94,-3,0.93,8,7
O=C(CC1C(=O)NCCN1CC1CCCCC1)NCc1ccccc1Cl (centres undefined),-2,-5,0.9,-1,1.1,-2,1.1,2,-6
O=C(Nc1ccccc1)c1cccc(Cn2cc(C(F)(F)F)ccc2=O)c1,-1,0,0.1,-2,1,-8,1.3,-4,-34
O=C(Oc1ccccc1)c1cccc(N2C(=O)CCC2=O)c1,-2,6,0.3,-1,0.94,-8,0.86,1,14
Cc1ccc(S(=O)(=O)NCC(c2ccccc2)N2CCN(c3ccc(F)cc3)CC2)cc1 (centres undefined),3,-5,2.5,-5,1.1,2,0.92,-8,8
COc1ccc2c(c1)OC[C@H]1[C@H]2N2C(=O)c3cc(F)ccc3NC(=O)[C@@]2(C)[C@H]1c1ccccc1,-2,15,0.2,-6,0.85,-5,0.98,3,2
CN(C)C(=O)c1ccc(-c2cc(C(F)(F)F)nn2C)s1,-4,-10,0.8,-3,1.1,5,1,-7,-4
O=S(=O)(c1ccc2ccccc2c1)N1CCc2ccccc21,-3,2,-0.2,-3,0.98,-1,0.79,2,21
Cc1ccc(/C=C/c2ccc(=O)n(Cc3ccc(Cl)cc3Cl)n2)cc1,-5,13,3.0,-4,0.87,-7,1.1,3,-7
C=CCNC(=O)c1ccccc1NC(=O)C1COc2ccccc2O1 (centres undefined),-1,-2,2.2,0,1,0,1,0,-2
CCCC12CN3CC(C)(CN(C1)C31CCCCC1)C2=O,-2,2,-1.2,-2,0.97,0,1.1,-4,-8
C[C@@H](NC(=O)Cn1cnc2c(NCc3ccccc3)ncnc21)c1cccc2ccccc12,3,-4,-0.3,/,1,1,/,-8,/
COc1ccc(NC(=O)CSc2nn3c(=O)c(C)nnc3s2)cc1,-6,11,-0.6,0,0.89,-7,1.1,2,-13
CCCn1c(Cc2ccccc2)nnc1SCC(=O)N1CCOCC1,0,4,-0.2,-2,0.96,0,0.83,1,17
Cc1cc(OC(C)C(=O)NC2CCN(Cc3ccccc3)CC2)c2c(C)cc(=O)oc2c1 (centres undefined),0,6,-1.9,0,0.94,-3,0.95,-5,5
OCCN1CCN(CCOc2ccccc2-c2ccccc2)CC1,-2,-4,-1.6,0,1,-3,1.1,-2,-5
Cc1ccc(C(=O)N/C(=C/c2ccccc2)C(=O)NCC2CCCO2)cc1 (centres undefined),-5,-2,-0.7,-3,1,-5,1.1,-2,-12
COc1ccc(NS(=O)(=O)c2ccc(C)c(C(=O)N(C)Cc3ccc(OC)cc3OC)c2)cc1,-2,3,-1.0,1,0.97,-6,1,-3,-4
O=C(Cn1nnc(-c2ccccc2NC(=O)c2ccco2)n1)NC1CCCCC1,2,-7,0.0,-1,1.1,-4,0.89,9,11

# Seven compounds already listed, sorted by length of the SMILES, high to low:
SMILES,A3A deaminase,mIAP block,MPTP inh,beta cell repl,mIAP act,APOBEC3G inh,hIAP activ,ATG4B inh,hIAP block
COc1ccc2c(c1)OC[C@H]1[C@H]2N2C(=O)c3cc(F)ccc3NC(=O)[C@@]2(C)[C@H]1c1ccccc1,-2,15,0.2,-6,0.85,-5,0.98,3,2
Cc1ccc(S(=O)(=O)NCC(c2ccccc2)N2CCN(c3ccc(F)cc3)CC2)cc1 (centres undefined),3,-5,2.5,-5,1.1,2,0.92,-8,8
O=C(CC1C(=O)NCCN1CC1CCCCC1)NCc1ccccc1Cl (centres undefined),-2,-5,0.9,-1,1.1,-2,1.1,2,-6
Cc1ccccc1NC(=S)N(CCN1CCOCC1)Cc1ccccc1F,8,6,0.1,-1,0.94,-4,1,1,-5
CCCn1c(Cc2ccccc2)nnc1SCC(=O)N1CCOCC1,0,4,-0.2,-2,0.96,0,0.83,1,17
OCCN1CCN(CCOc2ccccc2-c2ccccc2)CC1,-2,-4,-1.6,0,1,-3,1.1,-2,-5
Cc1ccc(NC(=O)CSc2nncn2N)cc1C,-4,-5,-0.6,-2,1.1,-5,0.85,-1,15

# Assay outcomes as filed in PubChem BioAssay.
